Bioassay records (PubChem)
TRPM1 prom inh: MITF TRPM1 promoter inhibition in SK-MEL-5 cells. SK-MEL-5 TRPM1 promoter luciferase, 24 h. inhibition, % at 12.5 µM. 0.83% of 330,000 active. AID 488899;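 active = mean inhibition across replicates of 60% or more, whatever share of single replicates reaches that level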; also: values of inactives mirror those of a sister screen read the other way
NR2E3 ag-1: activates human NR2E3 receptor; CHO-S Gal4-NCOR/VP16-NR2E3 two-hybrid, luciferase; 0.35% of 360,000 active; Q9Y5X4; AID 602229; inhibition of corepressor binding, % at 3.98 µM;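 active = inhibition above the mean of all tested compounds plus 3 SD, cut at about 70% in these data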;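 also: 0% = DMSO with NR2E3 transfected cells and 100% = cells lacking NR2E3 construct; higher means lower luciferase signal from less NR2E3 corepressor binding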
Target sequence (Q9Y5X4 whole entry, looked up, the tested form may be a part): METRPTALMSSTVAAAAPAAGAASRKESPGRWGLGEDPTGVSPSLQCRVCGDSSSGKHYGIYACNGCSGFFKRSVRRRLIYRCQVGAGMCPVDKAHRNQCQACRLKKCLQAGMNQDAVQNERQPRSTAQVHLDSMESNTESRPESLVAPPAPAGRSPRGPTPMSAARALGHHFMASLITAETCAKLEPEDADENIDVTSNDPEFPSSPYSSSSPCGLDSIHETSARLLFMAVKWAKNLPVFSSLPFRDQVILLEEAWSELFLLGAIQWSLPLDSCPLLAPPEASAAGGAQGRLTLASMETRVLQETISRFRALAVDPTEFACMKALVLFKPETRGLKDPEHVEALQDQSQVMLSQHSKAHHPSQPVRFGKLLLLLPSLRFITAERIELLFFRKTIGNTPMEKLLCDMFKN
Peg3 prom inh: Peg3 promoter activity inhibition; inhibition, % at 20 µM; HeLa PEG-Prom luciferase reporter, luminescence, overnight; 1.7% of 360,000 active;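 active = inhibition of at least 50% at 20 µM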
iPSC survival up: hiPSC single-cell survival enhancement; ATPlite luminescence; 100% = ROCK inhibitor wells, 0% = DMSO; survival enhancement, % at 20 µM; 0.044% of 360,000 active; AID 602274; in the data active = survival enhancement above about 18%;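 also: cells exposed to compounds for 16 hours before the ATP read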
Vif imaging: inhibitors of HIV Vif; AID 602346; 0.35% of 340,000 active; HEK293T cells, Vif self-association by quenched fluorescence, imaging, 24 h; inhibition, % at 7.49 µM; in the data active = inhibition above about 50%, passing the limit was not always enough; also: some results filed as inactive read as strong as hits
aDG glyco act: increases alpha dystroglycan glycosylation; Pro5-aDG cells, alpha-DG glycosylation AlphaScreen (IIH6); 0% Pro5, 100% B10-LARGE cell signal; activation, % at 10 µM; 0.22% of 360,000 active; AID 624168;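 active = activation of at least 8% versus controls, or a plate z-score of at least 8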;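 also: Pro5 are CHO cells carrying HIG-tagged alpha-DG that lacks glycosylation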
PDI turbidity: blocks human protein disulfide isomerase activity | P07237 | PDI insulin aggregation turbidity, A650, 90 min | inhibition, % at 10 µM | 0.052% of 350,000 active | AID 588391;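 active = mean inhibition across replicates of 30% or more, whatever share of single replicates reach that level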;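 also: absorbance from insulin aggregation driven by PDI reduction with DTT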
Target sequence (P07237 whole entry, looked up): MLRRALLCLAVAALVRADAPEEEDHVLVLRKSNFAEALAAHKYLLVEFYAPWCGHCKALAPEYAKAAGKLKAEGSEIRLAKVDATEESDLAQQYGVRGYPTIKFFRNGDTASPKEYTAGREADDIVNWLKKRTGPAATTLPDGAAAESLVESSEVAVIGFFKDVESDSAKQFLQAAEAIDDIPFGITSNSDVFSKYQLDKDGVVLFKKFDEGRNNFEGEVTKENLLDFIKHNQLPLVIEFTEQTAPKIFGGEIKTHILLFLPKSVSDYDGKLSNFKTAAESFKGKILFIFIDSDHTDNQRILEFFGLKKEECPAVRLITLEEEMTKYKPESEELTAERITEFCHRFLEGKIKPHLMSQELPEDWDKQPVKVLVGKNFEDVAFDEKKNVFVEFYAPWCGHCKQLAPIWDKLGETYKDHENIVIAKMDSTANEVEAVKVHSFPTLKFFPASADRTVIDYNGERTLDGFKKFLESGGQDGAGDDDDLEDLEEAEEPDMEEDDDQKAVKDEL
HIF-2a inh: inhibitors of HIF-2a. 786-0 RCC cells HIF-2a reporter, luciferase luminescence, overnight. inhibition, % at 18.8 µM. 0.72% of 360,000 active;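 active = inhibition of the luminescence signal of 40% or more relative to plate controls, in a single-dose primary screen at 18.75 µM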
CaV13 ICDI inh: Disruptors of the CACNA1D IQ motif to Ca2+-dependent inactivation inhibitor domain association, primary screening, Förster resonance energy transfer in intact living … | inhibition, % at 12.3 µM | HEK cells, CFP/YFP FRET ICDI-IQ, plate reader, 10 min; percent FRET-ratio fall versus neutral wells | AID 743397 | 0.098% of 340,000 active;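 active = mean replicate inhibition of at least 30% and at least 1% of replicates passing that level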;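 also: 0% = median of the neutral control wells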
NR2E3 ag-2: NR2E3 (human) agonism. inhibition of corepressor binding, % at 4.78 µM. 0.12% of 320,000 active. Q9Y5X4. AID 2300. GST-NR2E3/biotin-RetCOR TR-FRET, 1536-well;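 active = percent inhibition above the cutoff of mean plus 3 SD of all tested compounds, set per screening campaign, cut at about 20% in these data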;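 also: 0% = DMSO wells and 100% = biotin wells as full block of FRET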
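Test system: GST-NR2E3 and biotin-RetCOR proteins | Quantity: 1.35 nM GST-tagged NR2E3 final | Medium: Tris pH 7.5 | Also added: 7 nM biotin-RetCOR | Dosing: Compound at 4.8 µM, single dose | Timing: 5 h at 4 °C | Detection: Time-resolved FRET | Read-out basis: Percent inhibition | Benchmarks: Biotin wells as high control, 0.6% DMSO wells as low control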
Exocytosis inh: blocks lytic granule exocytosis | TALL-104 LAMP-1 surface exposure, flow cytometry; cells stimulated with thapsigargin and PMA | inhibition, % at 10 µM | 0.66% of 360,000 active;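 active = inhibition above about 55%, limit read from the data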
* hit, by the source's call; / = no result given; & = joins results of further samples.

SMILES	TRPM1 prom inh	NR2E3 ag-1	Peg3 prom inh	iPSC survival up	Vif imaging	aDG glyco act	PDI turbidity	HIF-2a inh	CaV13 ICDI inh	NR2E3 ag-2	Exocytosis inh
CCCn1c2c(c(O)c(C(=O)Nc3nccs3)c1=O)CCCC2	13.8	-24.0	18.0	3.8	-2.5	0.0	0.5	4.2	-6.2	7.3	-3.4
COC(=O)N1CCN(c2ccc(C)cc2)C(C)C1 (stereo not given)	4.0	-9.9	8.4	0.6	27.5	-0.3	8.6	9.0	6.6	-0.4	7.9
COCCCNC(=O)/C(C#N)=C/c1cc(C)[nH]c1C	-10.8	0.3	2.2	-0.6	1.4	-0.3	-0.8	-28.9	-3.5	5.0	4.4
COCCCNC(=O)/C(C#N)=C/c1c(N2CCN(C)CC2)nc2c(C)cccn2c1=O	-0.2	-38.0	4.3	-0.2	/	-0.1	-1.8	19.8	-14.3	0.5	-10.8
C/C(=N\OCC(=O)NC(C)C)c1cccs1	-0.4	1.1	-21.1	0.4	6.4	-0.2	0.1	-15.9	-4.0	3.9	-1.4
CCN(CC)S(=O)(=O)c1ccc(C(C)NC(=O)C2CCCN2C(=O)c2cccs2)cc1 (stereo not given)	0.7	-2.5	7.5	-1.2	/	0.3	-1.4	10.6	-2.1	7.5	11.4
CC(/C=N/n1c(-c2cc(C)[nH]n2)n[nH]c1=S)=C\c1ccccc1	13.4	-9.7	8.5	1.0	-1.3	-0.1	7.2	16.3	-4.0	-2.1	0.2
Cc1ccc(S(=O)(=O)N2CCCC2C(=O)Nn2cnnc2)cc1 (stereo not given)	-4.0	-18.9	-120.2	-2.1	10.4	-0.2	-13.4	-53.4	-4.4	0.1	1.0
Cc1cc(C)n(CCNC(=O)CCc2nnc(CCc3ccccc3)o2)n1	-13.1	10.2	4.3	-1.3	-13.1	-0.3	-3.1	18.3	-5.0	0.8	-2.3
CCOc1ccc(/C=C2\SC(N3CCCCC3)=NC2=O)cc1	-36.1	-20.3	-45.5	-0.7	3.8	-0.1	16.3	-74.5	-21.4	2.6	8.1
CC(C)CNC(=O)NC(=O)COC(=O)c1ccccc1Sc1ccc(C(F)(F)F)cc1[N+](=O)[O-]	4.1	2.1	15.4	0.2	2.2	0.1	0.9	18.2	-5.3	0.3	6.6
O=C(c1ccccc1)c1ccc(OC(=O)N2CCOCC2)cc1	-24.7	-24.6	-46.9	-0.4	0.4	0.1	-0.4	-95.7	/	-2.4	-12.6
O=C(Nc1cc(-c2ccccc2)nn1-c1c(Cl)cccc1Cl)c1ccc(F)cc1	5.0	16.5	25.2	-0.4	-2.0	0.1	-2.5	12.1	-9.2	/	1.4
CCCCC(Sc1nc(N)c(NC(=O)c2ccco2)c(=O)[nH]1)C(=O)O (stereo not given)	-8.3	3.1	2.4	0.8	-12.0	-0.2	-1.1	9.5	-1.9	1.1	1.6
O=C(CCCN1C(=O)/C(=C\c2cccs2)SC1=S)NNC(=O)c1cccnc1	2.2	7.1	0.5	-1.6	11.7	0.1	-3.3	23.6	-5.1	-5.0	-1.7
C#Cc1ccc([C@H]2C=C(C(=O)N3CCN(Cc4ccccc4)CC3)O[C@@H](OCc3ccc(CO)cc3)C2)cc1	12.7	-8.7	-3.3	0.6	-0.1	0.1	11.0	2.7	-3.6	-0.3	9.4
Cc1onc(-c2c(Cl)cccc2Cl)c1C(=O)NCCc1ccc(S(N)(=O)=O)cc1	-2.9	-8.6	5.9	-1.7	-2.7	0.3	6.4	24.9	-9.0	-0.8	-5.7
COc1ccccc1CC(=O)Nc1cccc(C(=O)NN2C(=O)c3ccccc3C2=O)c1	4.2	-12.2	-7.7	0.6	1.7	-0.1	-8.7	11.9	-2.6	1.6	7.1
N#Cc1c(C(F)(F)F)cc(Cc2ccccc2)nc1SCC(=O)NCC(=O)O	-4.3	-29.3	0.5	-0.5	-3.5	0.2	-6.8	5.1	-4.6	1.5	-1.6
Cn1ccnc1SCC(=O)NC1CCCCC1	-4.7	-21.4	-8.0	2.4	-1.4	-0.1	-2.1	-3.4	-4.8	1.9	-1.0
COCCCNC(=O)C(=O)Nc1ccc2c(c1)N(S(=O)(=O)c1cccs1)CCC2	28.2	-2.9	-7.9	-0.6	7.0	-0.3	-5.9	9.3	-1.6	1.8	23.3
O=C(Nc1nc(-c2ccc3ccccc3c2)cs1)c1ccc(N2C(=O)CCC2=O)cc1	20.4	-17.6	55.8*	-0.6	-11.9	-0.1	-13.3	-8.6	-5.6	2.7	2.8
O=C(NCc1ccccc1)c1ccc2ccccc2n1	-1.9	-33.7	-28.6	-0.6	10.9	-0.1	-47.3	-51.8	-3.4	-1.4	3.9
CCN(CC)C(=O)CN1C(=O)c2cccc3cccc1c23	15.3	-22.9	-2.1	0.5	-3.8	0.0	13.8	6.8	-3.4	1.6	-7.1
CCN(C(=O)c1ccccc1F)c1nc(-c2ccc(OC)cc2)cs1	-72.0	-81.5	-293.7	-0.5	2.6	0.1	-8.7	-237.1	-5.2	-0.8	55.3
COC(=O)C1=C(C)N(CC2CC2)C(=NCCN2CCOCC2)N[C@H]1c1ccccc1	2.1	-15.0	1.8	-2.3	/	-0.2	-4.4	8.9	/	0.9	-0.3
O=C(NCCc1ccccn1)c1nc(Cn2cc([N+](=O)[O-])cn2)no1	9.1	-14.0	-0.7	-0.6	-3.9	0.0	-0.4	11.6	-7.2	2.2	-5.8
O=C(NCCCn1ccnc1)c1cnn2c1NC(c1ccccc1)CC2C(F)(F)F (stereo not given)	-1.1	-17.9	0.9	1.5	-12.4	0.3	4.9	24.6	-5.5	-0.9	3.8
CC(C)(C)c1nnc(NC(=O)Nc2ccc(Cl)cc2)s1	-41.4	-26.7	-113.3	0.9	-16.9	2.2*	6.7	-182.3	3.7	-4.1	-0.4
COc1ccc(C)cc1Nc1nc(-c2ccccc2O)nc2ccccc12	18.6	1.9	-6.2	0.4	-2.3	-0.2	11.3	-1.6	-4.3	0.1	-12.8

Continued; the last 5 above are carried over.
SMILES	TRPM1 prom inh	NR2E3 ag-1	Peg3 prom inh	iPSC survival up	Vif imaging	aDG glyco act	PDI turbidity	HIF-2a inh	CaV13 ICDI inh	NR2E3 ag-2	Exocytosis inh
COC(=O)C1=C(C)N(CC2CC2)C(=NCCN2CCOCC2)N[C@H]1c1ccccc1	2.1	-15.0	1.8	-2.3	/	-0.2	-4.4	8.9	/	0.9	-0.3
O=C(NCCc1ccccn1)c1nc(Cn2cc([N+](=O)[O-])cn2)no1	9.1	-14.0	-0.7	-0.6	-3.9	0.0	-0.4	11.6	-7.2	2.2	-5.8
O=C(NCCCn1ccnc1)c1cnn2c1NC(c1ccccc1)CC2C(F)(F)F (stereo not given)	-1.1	-17.9	0.9	1.5	-12.4	0.3	4.9	24.6	-5.5	-0.9	3.8
CC(C)(C)c1nnc(NC(=O)Nc2ccc(Cl)cc2)s1	-41.4	-26.7	-113.3	0.9	-16.9	2.2*	6.7	-182.3	3.7	-4.1	-0.4
COc1ccc(C)cc1Nc1nc(-c2ccccc2O)nc2ccccc12	18.6	1.9	-6.2	0.4	-2.3	-0.2	11.3	-1.6	-4.3	0.1	-12.8
O=C(COC(=O)CC1CC2CCC1C2)NC(=O)NC1CCCC1 (stereo not given)	0.9	-6.1	12.2	-0.7	1.6	0.2	-4.8	11.3	1.9	3.0	-0.7
O=C(O)c1cccc(Nc2ncnc3ccc(Br)cc23)c1	0.7	-73.4	0.9	-0.1	8.4	0.2	-2.9	0.7	-1.6	5.6	-1.1
Cc1ccc(NS(=O)(=O)c2c(F)cc(F)c(Cl)c2F)cc1S(=O)(=O)N1CCOCC1	-0.9	-1.5	15.5	3.9	0.4	1.1	-6.5	11.7	-5.1	/	-1.7
CCOc1ccc(NC(=O)COC(=O)c2ncc(Cl)c(Cl)c2Cl)cc1	0.2	0.6	3.7	2.1	7.7	0.3	-3.9	-1.6	-5.0	-1.4	-0.6
O=C(O)CCNC1CCCCC1	2.5	-53.6	12.0	-0.3	4.5	0.0	-15.8	12.3	-4.6	-0.1	-2.8
CC(=O)c1ccc(S(=O)(=O)N2CCN(c3ccccc3F)CC2)cc1	-11.2	2.5	2.0	0.0	-22.4	0.2	-3.4	15.6	-1.4	-0.3	-1.2
O=C(Nc1ccc(Cl)cc1)N[C@@H]1c2c(ccc3ccccc23)OC[C@@H]1CO	2.4	3.7	24.5	0.5	-8.0	0.9	1.0	-2.6	-7.2	2.0	-4.0
CCN1CCN(C(=S)Nc2ccc(Cl)cc2)CC1	-1.7	-13.9	-14.2	-0.8	7.5	-0.1	-6.7	-25.9	-4.0	-0.4	1.1
CCCN(CC(=O)Nc1ccc(F)c(F)c1F)C(=O)c1ccc2c(c1)NC(=O)CS2	1.4	20.8	12.9	-0.5	0.8	-0.1	9.2	0.1	-3.0	/	-0.5
O=C(NCc1ccco1)c1ccc(OC2CCN(Cc3ccccn3)CC2)cc1	/	-6.6	6.5	6.5	4.1	-0.1	-2.1	4.4	-16.1	/	5.6
N#Cc1cccc(NC(=S)Nc2ccccc2)c1	1.5	22.2	-15.7	-0.3	-0.9	0.1	-1.3	9.2	-4.8	0.9	1.2
CC(=O)c1ccccc1NC(=O)COC(=O)c1cc[n+]([O-])cc1	8.9	-15.4	3.5	-0.2	-1.5	0.0	-13.0	14.5	-6.0	/	9.1
CN(Cc1ccccc1)S(=O)(=O)c1ccc(Cl)c(C(=O)NCCCN2CCOCC2)c1	6.6	-17.4	-9.1	-0.3	-14.0	0.0	-0.8	6.3	-6.9	-0.7	0.9
CCOc1ccc(NC(=O)C(=O)NCCN2CCN(S(=O)(=O)c3ccccc3)CC2)cc1	6.3	-13.1	9.1	-0.7	0.0	0.0	-20.9	3.9	-2.9	-1.1	0.1
CC(C)(C)n1cnc2cc(NCc3cccs3)ccc21	-58.1	-90.8	-175.7	-0.9	-2.8	-0.1	-15.9	-198.7	-6.2	1.1	0.3
COc1ccc(C(=O)N2CCC(C(=O)c3ccc(F)cc3)CC2)cc1	5.1	10.7	6.6	2.2	-14.5	0.1	-0.3	7.5	-4.6	1.0	-1.9
C#CCCC(=O)c1ccccc1/C=[N+](\[O-])c1ccccc1	14.1	-13.2	4.2	-3.0	-2.0	-0.1	-0.8	5.7	-9.0	0.4	1.6
COc1ccc2c(c1OC)C(=O)OC2C1c2c(cc3c(c2OC)OCO3)CCN1C (stereo not given)	-4.1&6.2&-5.3	19.9&-27.8&-8.4	6.7&14.3&1.4	1.9&0.5&1.4	-2.2&28.9&0.5	0.1&-0.2&0.1	-12.6&-5.8	4.0&9.4&11.8	-5.5&-6.2	1.4&-1.7&1.8	-9.2&-3.4&-6.7
Cc1[nH]c2ccccc2c1SCC(=O)O	-3.2	-12.1	15.1	8.3	9.6	-0.1	6.0	19.4	/	-2.7	3.6
O=C(NCc1cc([N+](=O)[O-])ccc1O)c1cccc(NS(=O)(=O)c2ccccc2)c1	2.9	-7.0	14.0	0.4	4.0	0.9	-11.8	11.8	/	3.2	0.9
